Bioassay records as filed in PubChem BioAssay.
3CLpro inhibitor: SARS-CoV 3CLpro protease inhibitors, primary screen, biochemical, quenched FRET; Replicase polyprotein 1ab (Severe acute respiratory syndrome coronavirus), P0C6X7; recombinant SARS-CoV 3CLpro, quenched FRET peptide cleavage; inhibition, % at 6 µM; 0.14% of 290,000 active; in the data active = inhibition above about 12%
PfHsp40 yeast: rescue of yeast from PfHsp40 toxicity, primary screen, S. cerevisiae, ATP luminescence | S. cerevisiae expressing PfHsp40, growth rescue | growth rescue, % at 12.5 µM | 0.68% of 340,000 active | AID 504582, 2011; in the data active = growth rescue above about 28%, passing the limit was not always enough;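 note: yeast W303a lacking pdr1 and pdr3 grown in galactose medium; growth measured after three days at 30 °C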
TcdB GH inh: TcdB glycohydrolase inhibitors, primary screen, biochemical, single point, plate reader | Toxin B (Clostridioides difficile), P18177 | TcdB glycohydrolase enzymatic assay | inhibition, % at 9.99 µM | 0.24% of 350,000 active; in the data active = inhibition above about 10%
BoNT A protease: BoNT/A light chain protease inhibitors, primary screen, biochemical, flow cytometry, MLPCN library. Botulinum neurotoxin type A light chain protease (Clostridium botulinum A str. ATCC 3502). multiplex microsphere protease substrate cleavage. inhibition, % at 10 µM. 0.17% of 360,000 active; note: plate controls were buffer without enzyme for full effect and enzyme alone for no effect
SSB-PriA inh: inhibitors of Klebsiella pneumoniae PriA binding to SSB C-terminal tail, primary screen, biochemical, AlphaScreen. PriA–SSB C-terminal tail interaction (Klebsiella pneumoniae). AlphaScreen SSBct-PriA binding, biotinylated peptide. inhibition, % at 33 µM. 0.6% of 430,000 active. AID 1272365, 2023; in the data active = inhibition mostly above about 37%, no sharp cut-off; inactive = mostly below about 20%;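 note: plate controls were negative control peptide for no effect and reference peptide for full effect; strong numbers were not always called active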
PrPC surface inh: inhibitors of human cell surface prion protein PrPC, primary screen, cell-based, TR-FRET; TR-FRET read-out; inhibition, % at 13.8 µM; 0.43% of 370,000 active; AID 720596, 2013; in the data active = inhibition above about 24%; note: 0% = median of the test wells and 100% = reference compound wells
Vc quorum ag: inducers of Vibrio cholerae quorum light production without autoinducers, primary screen, BH1578 luxS cqsA deficient, single point. V. cholerae BH1578 lux reporter, luminescence, 6 h. activation, % at 18.7 µM. 0.16% of 350,000 active. AID 588436, 2011; in the data active = activation mostly above about 9.7%, no sharp cut-off; note: not every result past the cut was called active; inactives centre near 0; reference of the scale not given here
Anthrax LF prot: Bacillus anthracis LF protease inhibitors, primary screen, biochemical, multiplex microsphere, MLPCN library; multiplex microsphere protease cleavage assay; inhibition, % at 10 µM; Lethal factor (Bacillus anthracis), P15917; 0.12% of 360,000 active; AID 588501, 2011; note: plate controls were buffer without enzyme for full effect and enzyme alone for no effect
Y pestis TopoI: Yersinia pestis topoisomerase I inhibitors, primary screen, biochemical, cleavage product accumulation, plate reader, single point; DNA topoisomerase I (Yersinia pestis CO92); Y. pestis Topo-I cleavage product accumulation; activity, % at 10 µM; 0.064% of 360,000 active; in the data active = activity above about 50%, passing the limit was not always enough; note: inactives centre near 2
* = called active by the depositor; i = inactive; . = no result given; & = joins results of further samples. Cut-off read from the data, not from the text of the source, unless noted: active = inhibition above about 30%; inconclusive = no clear call, values can overlap the other calls; inactive = below that.

SMILES	3CLpro inhibitor	PfHsp40 yeast	TcdB GH inh	BoNT A protease	SSB-PriA inh	PrPC surface inh	Vc quorum ag	Anthrax LF prot	Y pestis TopoI
CC1=C(C(=O)Nc2ccccc2)C(c2ccc(C)o2)n2c(s/c(=C\c3ccco3)c2=O)=N1 (stereo unspecified)	1	-0.1	.	1.8	.	-5	0.4	8	7
CC(=O)NCCC(=O)Nc1cccc(S(=O)(=O)N(C)c2ccccc2)c1	-3	-0.1	.	-0.4	-7	1	-0.4	-2	-9
N/C(Cc1cccs1)=N\OC(=O)COc1ccc(Br)cc1Cl	-6	0.4	.	0.1	.	4	i	-4	28
COc1cc2c(cc1OC)CN(C(C)C(=O)Nc1cccc(S(=O)(=O)N3CCOCC3)c1)CC2 (stereo unspecified)	.	0.2	1.6	1.0	-6	1	1.1	3	15
CCOCCCNC(=O)c1cccc(NC(=O)C2=C(C)OCCS2)c1	0	1.3	-4.0	-2.7	-15	-6	7.7	-2	-15
Cn1cc(Cl)c(C(=O)OCC(=O)Nc2cccc(Cl)c2)n1	0	-0.7	-0.2	-0.1	-14	-3	-0.4	1	4
S=c1[nH]nc(-c2ccncc2)n1Cc1ccccc1	1	-0.4	.	0.3	-7	4	-1.7	-5	11
COc1cc(OC)cc(C(=O)NCC2CCCO2)c1 (stereo unspecified)	-1	-0.1	.	0.0	-12	-7	i	4	12
COc1ccc(OC2CCN(S(=O)(=O)c3ccc(F)cc3)CC2)cc1	-2	1.7	0.8	-1.9	-4	7	i	-3	10
CC1CCN(C(=O)C2CCN(S(=O)(=O)c3cccc4cccnc34)CC2)CC1	1	0.0	1.2	0.3	10	-3	-0.9	-3	0
CSc1n[nH]c(/N=C/c2oc(O)c3ccccc23)n1	0	0.7	-0.9	-0.5	.	2	-0.3	-2	-1
Cc1ccc2c(c1)N(C(=O)CCC(=O)N1CCC(C(N)=O)CC1)CC(C)O2 (stereo unspecified)	0	0.2	-4.1	-0.5	-4	-3	-0.2	-7	2

Brought forward from above: six entries; new compounds follow.
SMILES	3CLpro inhibitor	PfHsp40 yeast	TcdB GH inh	BoNT A protease	SSB-PriA inh	PrPC surface inh	Vc quorum ag	Anthrax LF prot	Y pestis TopoI
S=c1[nH]nc(-c2ccncc2)n1Cc1ccccc1	1	-0.4	.	0.3	-7	4	-1.7	-5	11
COc1cc(OC)cc(C(=O)NCC2CCCO2)c1 (stereo unspecified)	-1	-0.1	.	0.0	-12	-7	i	4	12
COc1ccc(OC2CCN(S(=O)(=O)c3ccc(F)cc3)CC2)cc1	-2	1.7	0.8	-1.9	-4	7	i	-3	10
CC1CCN(C(=O)C2CCN(S(=O)(=O)c3cccc4cccnc34)CC2)CC1	1	0.0	1.2	0.3	10	-3	-0.9	-3	0
CSc1n[nH]c(/N=C/c2oc(O)c3ccccc23)n1	0	0.7	-0.9	-0.5	.	2	-0.3	-2	-1
Cc1ccc2c(c1)N(C(=O)CCC(=O)N1CCC(C(N)=O)CC1)CC(C)O2 (stereo unspecified)	0	0.2	-4.1	-0.5	-4	-3	-0.2	-7	2
O=C(NCc1ccncc1)c1cccc(F)c1	-4	1.2	.	1.4	-11	2	-2.8	1	-5
CC(C)(C)n1cc(S(=O)(=O)c2ccccc2)[nH]c1=O	0	0.4	0.8	-0.2	-4	8	-1.0	-4	-4
O=C(NNC(=O)c1cccnc1)Nc1ccc(Cl)c(Cl)c1	4	-1.4	.	0.6	-4	7	0.8	-1	1
Cc1cccc(NC(=S)N2CCN(C(=O)c3ccco3)CC2)c1C	0	0.5	0.0	1.2	-10	-4	i	1	-4
COc1ccc(NC(=O)C2CCCN(S(=O)(=O)c3c(C)n[nH]c3C)C2)c(OC)c1 (stereo unspecified)	0	0.6	.	0.5	-2	9	i	-1	-11
CC1CCCC2(C1)NC(=S)c1c(sc3c1CCCC3)N2 (stereo unspecified)	-3	-0.9	.	0.3	4	-4	-0.3	0	-2
CCOC(=O)CCNC(=O)N1CCCC(N(C)CCc2ccc(OC)c(OC)c2)C1 (stereo unspecified)	2	0.2	0.7	-2.0	4	10	-0.3	2	-7
c1ccc2[nH]c(CCCCc3nc4ccccc4[nH]3)nc2c1	-5	1.8	0.4	-0.3	-5	-16	i	-12	-1
OC1(Cc2ccccc2)CCNCC1	1&1	.	0.7	.	4	4	-0.5	.	-8
CC(C)CC(=O)N1CCC(O)(CS(=O)(=O)Cc2ccc(Cl)cc2)CC1	-3	-0.6	.	0.1	-3	3	-0.8	1	4
COC(=O)c1c(NC(=O)CCN2CCOCC2)sc2c1CCCC2	-4	-0.1	0.8	0.1	-21	-1	-0.3	-8	-1
Fc1ccccc1N1CCN(C(c2cccs2)c2nnnn2CCc2ccccc2)CC1 (stereo unspecified)	-5	9.5	.	0.3	-7	7	-0.4	-4	31
CC1=C(C)CC(C(=O)N2CCN(C/C=C/c3ccccc3)CC2)C(C(=O)O)C1 (stereo unspecified)	-2	-0.9	-3.4	0.0	-9	8	-0.2	0	-6
CCOC(=O)c1ccc(NC(=O)CN2C(=O)C(CC)SC(CC)C2=O)cc1 (stereo unspecified)	13*	9.2	1.5	-0.2	-8	-4	-0.3	-2	10
COc1ccc(-n2c(=O)c3c4c(sc3n(CC(=O)Nc3cc(C)[nH]n3)c2=O)CCC4)c(OC)c1	2	-0.1	0.6	1.3	5	-2	-2.1	-1	-6
CN(c1cc(Cl)c2c(c1)OCO2)c1cc2c(c3c1ccn3C)C1CCC2C1 (stereo unspecified)	.	.	0.3	-0.7	.	-5	.	-3	.
O=C(O)c1ccc(COc2ccc(/C=N/NC(=O)c3cccs3)cc2)cc1	3	0.0	-1.1	-0.5	.	.	-0.2	0	-3
Cc1cc(C)c2c(N)c(-c3nc4ccccc4[nH]3)sc2n1	-4	1.2	.	0.4	-12	-14	3.1	1	-4
Cc1ccc(NC(=O)COC(=O)c2ccc3c(=O)n4c(nc3c2)CCC4)c(Br)c1	.	-1.1	-0.8	-1.6	-4	4	-1.6	-3	0
O=C(NC(=S)NCc1ccc2c(c1)OCO2)c1ccccc1	9	52*	0.2	-1.1	-11	2	i	-4	10
Cc1ccc(NC(=O)CN(C)C(=O)COC(=O)c2oc3ccccc3c2C)cc1	.	1.7	2.0	0.4	6	-1	i	-6	20
CCOC(=O)c1cc(-c2nnc(-c3cc(OC)c(OC)c(OC)c3)o2)c(C)nc1C	-3	0.7	.	-1.1	-4&-10	0	i	0	2
CC(C)N(Cc1ccccc1)C(=O)COC(=O)C1CCN(S(=O)(=O)c2ccc3c(c2)OCCO3)CC1	.	-0.1	1.7	-0.9	-10	-3	-0.7	-4	14
C/C(=N\NC(=O)Cn1nc(C)c(Br)c1C)c1cccs1	0	0.6	0.1	-2.4	.	1	-0.6	-5	4
Cc1ccc(N2C(=O)CC(Sc3ncn[nH]3)C2=O)cc1 (stereo unspecified)	1	-0.2	.	1.9	-15	-3	5.0	4	2
Cn1ccsc1=NC(=O)c1ccccc1OC(F)F	-3	1.0	1.5	2.1	-8	0	i	-1	5
C=CCn1cnc2scc(-c3ccc(C)c(C)c3)c2c1=O	4	-0.4	1.2	0.0	-2	0	-0.3	-1	2
C=CCN(C(=O)c1csnn1)C(C(=O)NC1CCCCC1)c1ccccc1F (stereo unspecified)	-2	-0.1	1.5	0.3	-14	-3	-0.1	-1	-8
COC(=O)C1=C(C)NC2=C(C(=O)CC(C)(C)C2)C1c1cccc(C)n1 (stereo unspecified)	4	-1.1	.	-0.4	-15	-6	i	0	1
COc1ccc(CC(=O)n2nc(-c3cccnc3)nc2N)cc1	5	0.6	.	1.3	-2	-4	i	-2	5
COC(=O)c1c(NC(=O)COC(=O)c2ccc(C)s2)sc2c1CCCCC2	4	-0.8	1.5	0.0	-5	1	-0.8	0	2
O=[N+]([O-])c1cc(C(F)(F)F)ccc1NCCc1c[nH]c2ccccc12	7	3.0	.	-0.3	36	1	-0.1	3	-8
CC1(C)CC(=O)C=C(Nc2ccc(Cl)cc2)C1	-8	0.7	0.3	-3.8	-1	2	-0.5	4	2
Cc1ccc(N/N=C2/CCCNC2=O)cc1	-4	0.4	.	2.0	.	-5	i	3	-2
CN(C)CCCNC(CC(=O)Nc1cccc([N+](=O)[O-])c1)C(=O)O (stereo unspecified)	-4	-1.3	-0.4	0.5	-4	-5	-0.3	-2	-10
CC(C)(C)c1ccc(C(=O)NCc2nnc(SCC(=O)NCc3ccco3)o2)cc1	3	1.4	2.4	1.7	4	-3	i	0	4
N#CC1=C(N)NC(SCC(=O)Nc2ccccc2)=C(C#N)C12CCCC2	-2	-0.3	.	0.5	3	15	i	-2	-7
COc1ccccc1N(C(=O)c1snc(C(N)=O)c1N)C(C(=O)NCc1ccccc1)c1ccc(C)o1 (stereo unspecified)	3	-1.2	-0.8	-5.5	-8	0	i	-5	47
CN(C(=O)c1cccc(NC(=O)Cc2cccc(NC(=O)C3CCN(C(=O)CCc4ccccc4)CC3)c2)c1)C1CC1	.	0.5	1.0	-0.5	-4	2	-1.1	-6	13
N#CC1=C2SCN(c3ccccc3)CN2C(=O)CC1c1cccs1 (stereo unspecified)	1	0.6	.	1.3	-11	7	-0.3	2	0
COc1cc2c(cc1OC)CN(C(=O)c1ccc(S(=O)(=O)N3CCCCC3)cc1)CC2	5	0.6	.	0.2	2	-2	-0.7	-2	22
N#Cc1cc(S(=O)(=O)c2ccc(F)cc2)c(N)[nH]c1=O	2	-2.6	-0.9	0.7	-11	-3	2.3	2	-2
CNC(=S)N(CCc1c(C)[nH]c2ccc(C)cc12)Cc1cc(OC)c(OC)c(OC)c1	-1	0.4	1.8	-0.7	20	-8	-0.2	1	16
COc1ccc(C(CC(=O)N2CCCCC2)c2c(OC)cc(OC)c3ccc(=O)oc23)cc1 (stereo unspecified)	.	0.3	2.1	-0.1	-22	-1	i	4	3
Cc1cccc(NC(=O)CNC(=O)[C@H]2O[C@@H](n3ccc(N)nc3=O)[C@H](O)[C@@H]2O)c1C	.	.	1.6	-1.6	.	-4	.	-7	.
COc1ccc(NC(=O)CSc2nc3ccccc3c(=O)[nH]2)cc1S(N)(=O)=O	.	0.1	-4.3	1.4	3	5	i	1	4
Cc1cccc(N)c1-c1c(C)cccc1N	-4	1.0	6.3	-1.0	9	20	-0.4	-2	-4
CCC(C)[C@H](NC(=O)C1(c2ccccc2)CCN(C(=O)OC(C)(C)C)CC1)C(=O)N[C@@H](C(=O)O)c1ccccc1 (stereo partly specified)	7	-0.3	-0.7	0.2	-4	1	-0.6	-3	15
Cc1ccc2nc(COc3ccc(N(C)S(=O)(=O)c4ccccc4)cc3)cc(=O)n2c1	4	-1.9	1.4	-0.4	-4	-2	i	-4	11
COc1ccc(C(=O)Nc2ccc(Cl)cc2C(=O)N2CCCC(C)C2)cc1 (stereo unspecified)	3	1.2	.	-0.4	-10	6	0.5	-6	9
O=C(O)c1cccc(Nc2nc(C(F)(F)F)nc3ccccc23)c1	9	-0.4	0.1	0.3	-3	-3	-0.6	2	6
O=C(NC1CC1)c1cccc(NC(=O)C2CCN(S(=O)(=O)c3ccccc3C(F)(F)F)CC2)c1	.	.	0.4	-0.5	.	-7	i	1	8
Cc1nc(-c2ccc(NC(=O)C3CC3)cc2)cs1	-9	0.8	-1.5	3.6	3	7	-0.2	1	3
O=C(O)c1ccc(S(=O)(=O)NC2CCCc3ccccc32)cc1 (stereo unspecified)	0	0.1	.	-0.8	3	0	1.2	0	-2

The list is partial (hit frequency here may not be typical).
